Assay outcomes from PubChem BioAssay.
phage Ecoli inh – E. coli growth loss with phage present; growth absorbance; inhibition, % at 11.9 µM; 360,000 compounds, 0.26% hits; AID 651602; in the data active means inhibition above about 11%
Wnt bcat act – activators of Wnt/beta-catenin signaling | Wnt/beta-catenin reporter cell assay, activator, plate reader | activation, % at 9.35 µM | 300,000 compounds, 1.2% hits; in the data active means activation above about 30%, passing the limit was not always enough; inconclusive means no clear call, values can overlap the other calls;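 further: 0% = neutral control wells and 100% = positive control wells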
Tat transport – E. coli Tat transport inhibition; E. coli MC4100 TorA-mCherry Tat export, fluorescence; inhibition, % at 10 µM; 340,000 compounds, 0.036% hits; AID 488895;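 active means mean replicate inhibition at least 50% and at least half of replicates individually reaching 50%; inconclusive means only one of the two criteria met; inactive means neither criterion met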;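 further: exported cargo escapes ClpAP degradation while cytoplasmic cargo is degraded and loses fluorescence; 0% = median of neutral control wells and 100% = median of NaSCN control wells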
MITF act – MITF TRPM1 promoter activation in melanoma cells. activation, % at 12.5 µM. AID 588334. SK-MEL-5 TRPM1-promoter luciferase, 24 h; % of positive control, neutral wells = 0. 300,000 compounds, 0.75% hits;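 active means mean activation of at least 80% with every replicate also reaching 80%; inconclusive means mean reaches 80% but some replicate falls short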;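 further: 0% = neutral control wells and 100% = parthenolide positive control wells; values of inactives mirror those of a sister screen read the other way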
SR-BI HDL uptake – mouse SR-BI HDL lipid transfer inhibition. ldlA[mSR-BI] CHO cells, DiI-HDL uptake fluorescence, 3 h. inhibition, % at 12.5 µM. 320,000 compounds, 0.96% hits;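 active means mean replicate inhibition of at least 70% and a set share of replicates each scoring 70 or more; inconclusive means meets just one of the two criteria; inactive means fails both criteria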;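 further: 0% = median of neutral control wells and 100% = median of positive control wells; values of inactives mirror those of a sister screen read the other way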
Target sequence (Q61009 whole entry, looked up): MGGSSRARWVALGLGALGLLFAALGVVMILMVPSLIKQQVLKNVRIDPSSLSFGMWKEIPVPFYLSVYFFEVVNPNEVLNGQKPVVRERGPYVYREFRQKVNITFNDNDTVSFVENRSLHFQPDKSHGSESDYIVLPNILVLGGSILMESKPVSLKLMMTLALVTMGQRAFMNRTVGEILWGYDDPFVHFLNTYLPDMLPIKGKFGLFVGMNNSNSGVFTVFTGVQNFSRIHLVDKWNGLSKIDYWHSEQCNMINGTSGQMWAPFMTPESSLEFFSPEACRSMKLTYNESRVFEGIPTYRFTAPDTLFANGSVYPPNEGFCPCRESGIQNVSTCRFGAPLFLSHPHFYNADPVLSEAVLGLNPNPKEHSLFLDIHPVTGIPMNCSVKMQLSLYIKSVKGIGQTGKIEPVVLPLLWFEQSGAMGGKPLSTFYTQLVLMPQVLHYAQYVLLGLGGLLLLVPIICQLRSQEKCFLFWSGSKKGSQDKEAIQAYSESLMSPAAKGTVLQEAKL
AddAB inh – less growth of phage-infected E. coli with AddAB; E. coli expressing H. pylori AddAB, absorbance growth; AID 435030; 330,000 compounds, 0.29% hits; inhibition, % at 11.9 µM; in the data active means inhibition above about 12%;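 further: 0% = vehicle wells of infected cells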
SR-BI DiI-HDL act – enhances SR-BI lipid uptake from DiI-HDL; CHO ldlA[mSR-BI] cells, DiI-HDL uptake fluorescence, 3 h; 100 = double the neutral-control signal; activation, % at 12.5 µM; 320,000 compounds, 0.096% hits; AID 504775;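 active means mean replicate activation of at least 60% and every replicate at or above 60%; inconclusive means mean or all-replicate condition met, but not both; inactive means mean below 60% and not all replicates reaching 60%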;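 further: 0% = median plate neutral-control signal and 100% = twice that signal; values of inactives mirror those of a sister screen read the other way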
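System: CHO ldlA[mSR-BI] cells / Medium: HEPES-buffered (25 mM, pH 7.4) F12 plus 0.5% BSA / Probe or stimulus: labelled HDL, 10 µg/mL / Doses: single compound concentration, delivered by pin transfer / Schedule: 3 h, 37 °C / Measured by: DiI fluorescence, bottom read / Measure: cell-associated DiI fluorescence as measure of HDL uptake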
CAL PDZ FP-1 – inhibitors of human CAL PDZ peptide binding; AID 602252; 300,000 compounds, 0.92% hits; Q9HD26; inhibition, % at 24.9 µM; purified CAL PDZ, TMR-peptide fluorescence polarization, 1 h;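 active means mean inhibition of at least 30% with at least half of replicates also reaching 30%; inconclusive means no clear call, values can overlap the other calls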;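 further: 0% = DMSO neutral control and 100% = excess unlabeled competitor peptide PRC23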
CAL PDZ FP-2 – human CAL PDZ-peptide interaction inhibition | Q9HD26 | purified CAL PDZ, TMR-peptide fluorescence polarization, 1 h | inhibition, % at 20 µM | 330,000 compounds, 0.02% hits | AID 504414;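 active means highest replicate inhibition of at least 40%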;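 further: plate controls were DMSO neutral control wells for no effect and unlabeled competitor peptide control wells for full effect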
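System: purified tagged CAL PDZ domain construct (CerCALP). Schedule: 1 h incubation at room temperature before polarization reading. Medium: 25 mM sodium phosphate pH 7.4, 150 mM NaCl, TCEP, IgG, Thesit. Read-out: percent inhibition from loss of millipolarization. Measured by: FP readout, S and P plane fluorescence. Probe or stimulus: fluorescent TMR peptide probe.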
E coli growth – reduces bacterial viability in AddAB counter-screen; E. coli V3065 growth, OD600 absorbance, 18 h; inhibition, % at 11.9 µM; 330,000 compounds, 0.27% hits;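 active means inhibition above the campaign's mean inhibition across all tested compounds plus 3 SD, cut at about 9.9% in these data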;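 further: uninfected addAB+ strain grown without phage in ampicillin broth; 0% = DMSO wells and 100% = ciprofloxacin 0.95 µg/ml wells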
* hit, by the source's call; ? = inconclusive; · = not tested or not shown.

SMILES	phage Ecoli inh	Wnt bcat act	Tat transport	MITF act	SR-BI HDL uptake	AddAB inh	SR-BI DiI-HDL act	CAL PDZ FP-1	CAL PDZ FP-2	E coli growth
Cc1cc(C(=O)COC(=O)CC2Sc3ccccc3NC2=O)c(C)n1-c1cccc(C(F)(F)F)c1 (centres undefined)	2.8	1	5	-8	31	5.5	-31	-4	-2.4	-2.0
NC(=O)C1(N2CCCCC2)CCN(C(=O)CCCn2c(=O)[nH]c3ccsc3c2=O)CC1	1.1	1	2	5	-44	-0.2	44	·	-0.5	0.0
O=C(NC1CCCC1)C(c1ccc(F)cc1)N(Cc1ccccc1Cl)C(=O)CCl (centres undefined)	2.3	1	-12	-48	-32	2.9	32	1	0.0	-0.1
CC(C)C(NS(=O)(=O)c1cccs1)C(=O)NCc1ccccc1 (centres undefined)	2.6	0	-1	-7	-4	2.5	4	-1	-2.3	1.4
CC(=NCCc1ccccc1)C1=C(O)CCC1=O	-0.9	·	-16	0	-14	3.0	14	-3	0.8	2.9
N#Cc1ccccc1OCC(=O)NC(=O)NCc1ccccc1	2.2	0	-10	-1	-11	3.2	11	-3	-1.0	0.5
O=S(=O)(c1cccc(F)c1)N1CCN(c2ncnc3scc(-c4ccc(F)cc4)c23)CC1	1.9	5	-1	-1	9	-0.7	-9	-3	-3.4	-1.5
COc1ccc(Nc2nc3ccccc3s2)cc1	3.6	·	-3	66	13	3.3	-13	-1	-1.0	0.8
COc1ccc(OS(=O)(=O)c2c(C)noc2C)cc1	3.3	-3	0	·	9	-1.1	-9	·	-0.7	0.0
CCn1c(=O)c2sccc2n2c(CCCC(=O)NCc3cccnc3)nnc12	2.7	1	2	-2	-12	-1.1	12	-6	-2.2	0.4
COc1ccc(C2c3ccc4ccccc4c3Oc3ncn(CCN(C)C)c(=N)c32)cc1 (centres undefined)	0.8	0	9	-94	2	-2.1	-2	-7	-5.6	-0.2
CSc1ccccc1NC(=O)C1C2CCC(C2)C1C(=O)O (centres undefined)	1.4	-2	-11	-2	-31	0.0	31	-3	0.5	-2.6
CCc1nnc(NC(=O)CS(=O)(=O)Cc2ccccc2)s1	-2.3	0	-1	-6	·	0.4	·	·	-0.4	-0.6
CCOC(=O)CCSc1nc2c(c(C(F)(F)F)c1C#N)CCC2	-3.7	·	11	8	11	1.3	-11	-5	-2.6	-1.5
CC(=O)c1ccc(N2CCN(C(=O)c3cc(-c4ccncc4)nc4ccc(Cl)cc34)CC2)cc1	-0.2	-1	-5	7	41	3.0	-41	9	-2.5	0.3
Cc1cccc(C(=O)OCC(=O)NNC(=O)c2cccs2)c1O	-5.9	2	1	-6	13	-1.4	-13	11	-1.9	0.2
O=C1CCc2ccccc2O1	2.8	-1	-3	4	-8	3.5	8	-2	0.7	1.1
O=C(Cn1cc(C(F)(F)F)ccc1=O)N/N=C/c1ccc(Cl)c(Cl)c1	3.2	·	1	-15	19	1.2	-19	-5	-2.6	1.4
c1ccc(C[C@H]2CNCCN2CC2(c3ccccc3)CC2)cc1	1.8	11	-1	1	-10	0.6	10	-3	-0.6	3.8
COC(=O)C1=C(C)N(CCCC(=O)O)C(=O)NC1c1cccc(Cl)c1Cl (centres undefined)	0.5	-1	1	-4	16	2.3	-16	-7	-1.1	-1.4
COC(=O)c1c(NC(=O)CSc2nncs2)sc2c1CCCCC2	3.9	-1	6	8	51	-0.2	-51	23	-2.3	-2.1
Cc1ccc2c(c1)c1c(n2CC(O)Cn2c(C)nc3ccccc32)C(=O)CCC1 (centres undefined)	-0.5	-5	-10	·	11	1.2	-11	-1	-0.3	1.5
CCOc1ccc(C(=O)NCC(=O)N2CC=C(c3ccccc3)CC2)cc1OCC	2.6	-3	1	-12	?	-2.6	-73	-4	-1.7	0.0
C=CCn1c(=N)n(CC(O)c2ccco2)c2ccccc21 (centres undefined)	3.7	·	8	-18	-9	0.4	9	·	-0.5	0.9
CSc1nnc(-c2ccc(NC(=O)CCc3ccccc3)cc2)n1C	1.9	-1	-11	·	11	-1.5	-11	-5	-2.5	-3.2
COc1ccc(C(=O)NC(CO)c2nnc(SCc3ccc(Cl)c(Cl)c3)n2C)cc1 (centres undefined)	1.5	·	-2	-5	-27	-1.1	27	-6	-3.0	0.6
COc1cc(O)c(C(CCN2CCCC2)c2ccc(N(C)C)cc2)c(OC)c1 (centres undefined)	2.7	-1	-5	4	-19	1.4	19	1	0.2	-1.5
CN(c1ccccc1)S(=O)(=O)c1ccc(NC(=O)c2ccc(F)cc2)cc1	-0.7	2	4	22	22	3.5	-22	-2	-0.9	-1.2
Cn1ccnc1SCC(=O)c1ccc(OC(F)F)cc1	2.1	12	3	64	·	1.2	·	·	0.6	2.6
COc1ccc(CNC(=O)CN(Cc2ccc(OC)cc2)C(=O)CCC(=O)Nc2ccccn2)cc1	2.7	5	34	-2	·	1.6	·	-2	-2.6	-0.1

Exported with two lines to a compound: part of the list above.
Results follow in this order: phage Ecoli inh | Wnt bcat act | Tat transport | MITF act | SR-BI HDL uptake | AddAB inh | SR-BI DiI-HDL act | CAL PDZ FP-1 | CAL PDZ FP-2 | E coli growth
> CCOc1ccc(C(=O)NCC(=O)N2CC=C(c3ccccc3)CC2)cc1OCC
→ 2.6 | -3 | 1 | -12 | ? | -2.6 | -73 | -4 | -1.7 | 0.0
> C=CCn1c(=N)n(CC(O)c2ccco2)c2ccccc21 (centres undefined)
→ 3.7 | · | 8 | -18 | -9 | 0.4 | 9 | · | -0.5 | 0.9
> CSc1nnc(-c2ccc(NC(=O)CCc3ccccc3)cc2)n1C
→ 1.9 | -1 | -11 | · | 11 | -1.5 | -11 | -5 | -2.5 | -3.2

Next part:
SMILES	phage Ecoli inh	Wnt bcat act	Tat transport	MITF act	SR-BI HDL uptake	AddAB inh	SR-BI DiI-HDL act	CAL PDZ FP-1	CAL PDZ FP-2	E coli growth
CCOC(=O)C(CCC(C)=O)C(=O)c1ccccc1 (centres undefined)	0.5	-1	-5	-3	-62	0.5	?	-3	0.8	-0.2
CN1C(=O)C(CC(=O)NC2CCCCC2)SC1=Nc1ccccc1 (centres undefined)	5.4	-1	-4	-4	-5	0.7	5	0	-1.2	-1.1
O=C(O)C1CCN(C(=O)c2cc(F)cc3c2OCOC3)CC1	-0.1	2	·	·	·	0.2	·	·	·	3.2
Cc1cc(C(=O)Nc2ccccc2N2CCOCC2)c2ccccc2n1	3.0	·	-17	-4	·	1.1	·	-3	-0.8	-1.8
CN1C(=O)/C(=C\c2cccc(OCc3ccccc3)c2)SC1=S	1.1	-3	-8	14	-10	·	10	1	0.9	·
CCc1ccccc1NC(=O)CSc1nnc(-c2cc(C)[nH]n2)n1N	-0.9	0	-6	10	-18	1.9	18	6	-0.6	-1.6
COc1ccc(C(=O)Nc2nc3nccc(-c4ccccc4)n3n2)cc1	1.6	0	-3	28	18	2.6	-18	-1	-0.2	-0.1
CC(C)CN1C=C2C(=O)C(C)(OC(=O)CCc3ccccc3)C(=O)C=C2C=C1c1ccc(C#N)cc1 (centres undefined)	2.2	1	-3	-4	-29	2.4	29	5	0.0	-1.2
Cc1cccc(OCc2nc3ccccc3c(=O)n2N)c1	0.5	25	-3	67	-12	1.2	12	-2	-4.0	0.9
Oc1ccc(Cl)cc1C=Nc1ccc(Br)cc1	3.6	-2	-7	-7	-33	3.9	33	3	-1.0	2.7
O=S(=O)(Nc1cccc(-c2ccc(N3CCCCCC3)nn2)c1)c1ccc(C(F)(F)F)cc1	2.7	-1	-1	51	4	0.0	-4	22	-1.5	0.1
COc1ccc(OC)c(Cc2nnc(CCC(=O)N3CCC(N4CCCCC4)CC3)o2)c1	2.7	-1	-2	6	0	2.6	0	-2	-0.2	-0.6
COc1cc(N)c(Cl)cc1C(=O)OCC(=O)NCC1CCCCC1	2.1	-3	7	-2	41	-0.6	-41	1	-1.8	-0.1
Cc1ccc2cccc(OC(=O)c3ccc4c(c3)OCCO4)c2n1	2.8	-1	2	·	3	0.0	-3	-3	0.3	0.7
O=C(NCC(=O)N(Cc1ccccc1)C(C(=O)NC1CCCCC1)c1ccco1)c1ccco1 (centres undefined)	3.0	·	5	-4	-4	-0.9	4	-5	-1.0	-2.6
CCN(CC)C(=O)CSc1nc(-c2cccs2)cc(-c2cccs2)c1C#N	0.6	-12	5	-2	43	0.4	-43	-3	-3.5	0.0
COCCn1c(C)cc(C(=O)COC(=O)c2cccc(O)c2)c1C	0.4	-13	-2	-43	·	0.8	·	-1	-1.8	1.9
Cc1cc(NCCCN2CCOCC2)n2c(nc3ccccc32)c1C#N	4.4	0	-8	-13	-8	-0.3	8	·	-3.4	0.6
CC(=O)c1c(C)[nH]c(C(=O)Nc2cccc(S(=O)(=O)N(C)C)c2)c1C	4.2	11	-5	10	?	-0.4	-71	2	-2.6	-1.8
O=C(Nc1ccc(Br)cc1)c1cccc(N2C(=O)CCC2=O)c1	2.9	5	-3	6	-15	3.4	15	-3	-4.0	-0.2
CCCC/S(C)=N/S(=O)(=O)c1ccc(C)cc1 (centres undefined)	1.0	-3	-4	-13	-28	3.4	28	8	-0.9	1.9
CCCCNc1c(-c2ccc(OC)c(Sc3ccc(OC)cc3)c2)nc2ccc(Cl)cn12	1.7	-6	-6	4	29	1.1	-29	1	1.3	-0.3
Clc1cccc(Cc2ccc(Cl)nn2)c1	1.3	-1	-7	0	-6	2.0	6	0	·	1.2
O=C(COC(=O)c1ccc(S(=O)(=O)N2CCCCC2)cc1)Nc1ccccc1Cl	3.6	1	1	-7	-6	·	6	0	-1.3	·
Cc1cccc(N2CCN(S(=O)(=O)c3c(C)[nH]c(C)c3C(=O)N3CCCC3)CC2C)c1 (centres undefined)	5.4	2	0	10	2	3.1	-2	-1	-2.1	0.5
CSCCC(NS(=O)(=O)c1ccccc1)C(=O)OC(C)C(=O)Nc1ccc(Cl)cn1 (centres undefined)	-1.1	-1	-7	-3	-12	0.1	12	·	-1.0	-0.7
CCOC(=O)C1CCCN(C(=O)CCCn2nnnc2CN2CCOCC2)C1 (centres undefined)	2.4	-1	0	-1	1	·	-1	2	-1.8	·
On1c(-c2ccccc2Cl)nc2ccccc21	4.4	-1	4	26	5	3.7	-5	2	·	2.4
COc1ccc(OC)c(NC(=O)COC(=O)CCc2nc3ccccc3c(=O)[nH]2)c1	3.0	-5	-5	3	18	0.2	-18	7	-0.2	-0.4
CCOC(=O)COc1coc(CN2CCN(c3ccc(F)cc3)CC2)cc1=O	0.6	0	-12	3	-4	1.2	4	41*	-0.8	1.2
CCn1cc([N+](=O)[O-])c(C(=O)Nc2ccc(Cn3nc(C)cc3C)cc2)n1	·	-2	-4	-22	33	0.8	-33	-3	·	4.2
CC(OC(=O)c1cc(O)c2ccccc2c1O)C(=O)Nc1ccc(C(N)=O)cc1 (centres undefined)	-2.1	2	-3	-30	15	0.7	-15	9	-3.2	1.5
